Screening results (PubChem BioAssay)
RBX1-CUL1 inh: blocks human RBX1-Cullin-1 di-ubiquitin formation; P62877+Q13616; in vitro K48 di-Ub FRET, acceptor:donor ratio, 45 min; inhibition, % at 10 µM; 0.6% of 140,000 active; AID 1347404; in the data active means inhibition above about 25%
Target sequence (P62877 whole entry, looked up): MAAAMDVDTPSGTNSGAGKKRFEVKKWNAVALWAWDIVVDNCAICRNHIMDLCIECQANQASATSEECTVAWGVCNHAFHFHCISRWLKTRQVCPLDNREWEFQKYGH
Target sequence (Q13616 whole entry, looked up): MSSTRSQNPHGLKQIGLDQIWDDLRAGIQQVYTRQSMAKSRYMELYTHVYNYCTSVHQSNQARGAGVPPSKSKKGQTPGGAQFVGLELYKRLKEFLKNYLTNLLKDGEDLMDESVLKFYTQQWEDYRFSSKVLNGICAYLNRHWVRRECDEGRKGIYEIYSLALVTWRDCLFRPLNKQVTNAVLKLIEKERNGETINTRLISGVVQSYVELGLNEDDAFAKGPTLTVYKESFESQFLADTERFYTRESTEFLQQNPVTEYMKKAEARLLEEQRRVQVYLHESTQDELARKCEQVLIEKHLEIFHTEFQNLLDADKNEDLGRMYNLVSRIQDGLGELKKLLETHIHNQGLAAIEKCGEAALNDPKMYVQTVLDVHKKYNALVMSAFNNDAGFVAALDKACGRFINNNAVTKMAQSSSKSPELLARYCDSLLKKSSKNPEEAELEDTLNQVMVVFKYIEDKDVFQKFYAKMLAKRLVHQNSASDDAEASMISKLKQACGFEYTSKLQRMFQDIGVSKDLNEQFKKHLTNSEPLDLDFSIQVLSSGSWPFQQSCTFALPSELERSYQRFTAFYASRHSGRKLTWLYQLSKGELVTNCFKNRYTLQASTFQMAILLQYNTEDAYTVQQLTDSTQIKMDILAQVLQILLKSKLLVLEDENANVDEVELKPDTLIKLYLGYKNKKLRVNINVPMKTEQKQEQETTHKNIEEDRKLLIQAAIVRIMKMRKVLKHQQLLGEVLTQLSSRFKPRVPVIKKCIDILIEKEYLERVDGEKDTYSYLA
Active calls of the source: *.

SMILES	RBX1-CUL1 inh
COc1ccc(-c2cc(C(=O)OC(C)C(=O)c3ccccc3)c3cccc(Cl)c3n2)cc1 (configuration not stated)	0
COc1ccc(Cl)cc1C(=O)N1CCN(c2ccc(N)cc2)CC1	1
Nc1ccc(-c2nc3ccc(N)cc3s2)cc1	-5
NC(=O)c1ccc[n+](CC(=O)C23CC4CC(CC(C4)C2)C3)c1	-2
Cc1ccc(C(=O)CN2C(C(=O)c3ccccc3)C(=O)c3ccccc3S2(=O)=O)c(C)c1 (configuration not stated)	-5
CC1=NN(c2ccccc2)C(=O)/C1=C/c1cccc(OC2CSC2)c1	32*
CCn1c(=O)c2sccc2n2c(CCCC(=O)Nc3ccc(Oc4ccccc4)cc3)nnc12	-5
COc1ccc(S(=O)(=O)c2c(SC)nn(CC(=O)Nc3cccc(C)c3C)c2N)cc1	1
CC1CCN(C(=O)CCCN2C(=O)c3cccc4cccc(c34)C2=O)CC1	7
Nc1cccc(S(=O)(=O)N2CCOCC2)c1	3
O=C(N/N=C(\c1ccccc1)c1cccnc1)C(O)(c1ccccc1)c1ccccc1	3
Cc1ccccc1Cn1c2ccccc2c2cnn(CC(=O)NC(C)CCc3ccccc3)c(=O)c21 (configuration not stated)	-5
O=C(NCCc1ccccc1)c1cnc2sc(N3CCCC3)nn2c1=O	-7
CC(=O)OCCn1c(COC(C)=O)cc(=O)n(C)c1=O	-14
COc1ccc(CCn2c(=O)c3cccnc3n(CC(=O)Nc3cccc(C)c3)c2=O)cc1OC	1
CCC(NC(=O)c1cn(CCOC)cc(C(=O)NCc2ccccc2OC)c1=O)c1cccs1 (configuration not stated)	11
COCc1ccc(CN2CCCC(N3CCC(CO)CC3)C2)o1 (configuration not stated)	-6
Cc1c(C(=O)N2CCCN(Cc3ccccn3)CC2)oc2c(F)cccc12	-2
O=C(Oc1c(Cl)cc(NS(=O)(=O)c2ccccc2)cc1Cl)c1ccccc1	-2
CCOC(=O)C1C(C)=NC2=C(C(=O)CCC2)C1c1ccc(OCc2ccc(Cl)cc2)cc1 (configuration not stated)	0
Cc1cc(C)cc(NC(=O)COc2ccc(S(=O)(=O)NC(C)C)cc2)c1	3
Clc1cccc(CNCCCSc2nnnn2-c2ccccc2)c1	-3
CCn1c(SCC(=O)NNC(=O)c2ccc(Br)cc2)nnc1-c1cccnc1	-3
Cc1ccc(-n2c(SCCC(=O)O)nc3c(cnn3-c3ccccc3)c2=O)cc1	-6

For convenience, part of the list above.
SMILES	RBX1-CUL1 inh
COc1ccc(-c2cc(C(=O)OC(C)C(=O)c3ccccc3)c3cccc(Cl)c3n2)cc1 (configuration not stated)	0
COc1ccc(Cl)cc1C(=O)N1CCN(c2ccc(N)cc2)CC1	1
Nc1ccc(-c2nc3ccc(N)cc3s2)cc1	-5
NC(=O)c1ccc[n+](CC(=O)C23CC4CC(CC(C4)C2)C3)c1	-2
Cc1ccc(C(=O)CN2C(C(=O)c3ccccc3)C(=O)c3ccccc3S2(=O)=O)c(C)c1 (configuration not stated)	-5
CC1=NN(c2ccccc2)C(=O)/C1=C/c1cccc(OC2CSC2)c1	32*
CCn1c(=O)c2sccc2n2c(CCCC(=O)Nc3ccc(Oc4ccccc4)cc3)nnc12	-5

The results go on.
SMILES	RBX1-CUL1 inh
COc1ccc(CNS(=O)(=O)c2ccc(N3CCCCS3(=O)=O)cc2)cc1	0
CC12CCC(C(=O)O)(C(Br)C1=O)C2(C)C (configuration not stated)	-2
C/C(=N\Nc1nc(-c2ccccc2)cs1)c1ccc2c(c1)CCC2	-5
O=C(CN1c2ccccc2S(=O)(=O)c2ccccc21)Nc1cccc(C(F)(F)F)c1	-3
O=C(c1nn2c(C(F)(F)F)cc(-c3ccc(Br)cc3)nc2c1Cl)N(Cc1ccccc1)c1ccccc1	-6
CC(=O)N1CCOc2cc(S(=O)(=O)NCc3ccccc3Cl)c(C)cc21	-2
CCCCC12CCCC(=O)C1C(=O)c1ccccc1O2 (configuration not stated)	-1
Cc1ccc(C(=O)NC2CCCCC2)cc1S(=O)(=O)N1CCOCC1	3
CCOC(=O)N1CCN(Cc2ccc3c(c2)CN(C(=O)C2CC(=O)N(CCOC)C2)CCO3)CC1 (configuration not stated)	1
CCc1ccc(OC(C)c2nnc(SCC(=O)Nc3ccccc3Cl)n2C)cc1 (configuration not stated)	0
COCCN1C(=O)CC(CC(=O)N2CCN(C3CCCC3)C(=O)C2)(c2ccccc2Cl)C1=O (configuration not stated)	-18
Cc1cccc(-n2c(SCC(N)=O)nc3c(oc4ccccc43)c2=O)c1	-1

Records listed so far shown as hits in RBX1-CUL1 inh:
SMILES	RBX1-CUL1 inh
CC1=NN(c2ccccc2)C(=O)/C1=C/c1cccc(OC2CSC2)c1	32*

The results go on:
SMILES	RBX1-CUL1 inh
COCCNC(=O)c1nn(-c2ccc(C)cc2)c(=O)n(C)c1=O	-6
CCOC(=O)c1c(NC(=O)c2cc(-c3ccc(OC)c(OC)c3)on2)sc2c1CCCC2	-6
Cc1ccccc1C(=O)Nc1nnc(S(=O)(=O)N(C)c2ccc(Cl)cc2)s1	3
Cc1ccc(C(=O)N(c2ccc(C)cc2)S(=O)(=O)c2ccc(Cl)cc2)cc1	8
Clc1cc(Cl)c2c(c1)CC(I)CO2 (configuration not stated)	-2
Clc1cccc(-c2cnnc(N3CCN(c4ccccn4)CC3)n2)c1	-2
COc1ccc(C)cc1NC(=O)COc1cc(=O)n(C)c2ccccc12	-7
COc1ccc(NC(=O)CCC2CCN(Cc3ccc(SC)cc3)CC2)c(OC)c1	-7
CCOC(=O)c1ncn(-c2ccccc2CO)c1N	3
O=c1cc(O)c2sc3nc(Cc4ccccc4)cc(C(F)(F)F)c3c2[nH]1	-14
Clc1ccc(OCc2nnc(SCc3ccc4ccccc4c3)o2)c(Cl)c1	0
COc1ccc(F)cc1S(=O)(=O)NC(C)(C)C	3
COC(=O)c1ccc(SC)nc1	-2
O=C(CSc1ccc2ccccc2n1)N/N=C/c1ccccc1	8
Cc1ccc(OCC(O)CN2CCN(C)CC2)cc1 (configuration not stated)	2
COc1cccc(C2C3=C(CCCC3=O)OC(=N)C2C#N)c1 (configuration not stated)	-10
CCOC(=O)N1CCc2c(sc3c2c(=O)n(CCc2ccccc2)c(=O)n3Cc2ccc(F)cc2)C1	8
O=c1oc(-c2ccc(Br)cc2)nc2scc(-c3cccs3)c12	-4
CC(C)N(C)CC1(O)CCCN(Cc2ccc(F)cc2)C1=O (configuration not stated)	6
CCc1cccc(NC(=O)CSc2ncc3c(n2)-c2ccc(Cl)cc2N(Cc2ccccc2)S3(=O)=O)c1	-5
CC1CC(=O)c2cn3nc(-c4cccnc4)nc3nc2C1 (configuration not stated)	7
CCCCCOc1c(Cl)cc(C(=O)N(Cc2ccc(C)o2)C2CCS(=O)(=O)C2)cc1Cl (configuration not stated)	-2
CC(C)(CNC(=O)c1cn(C/C=C/c2ccccc2)nn1)N1CCOCC1	0
O=c1oc2ccc(F)cc2cc1-c1nc(-c2cccs2)no1	2

Sorted by heavy-atom count (falling): part of the list above.
SMILES	RBX1-CUL1 inh
CCc1cccc(NC(=O)CSc2ncc3c(n2)-c2ccc(Cl)cc2N(Cc2ccccc2)S3(=O)=O)c1	-5
CCOC(=O)N1CCc2c(sc3c2c(=O)n(CCc2ccccc2)c(=O)n3Cc2ccc(F)cc2)C1	8
CC(C)(CNC(=O)c1cn(C/C=C/c2ccccc2)nn1)N1CCOCC1	0
O=C(CSc1ccc2ccccc2n1)N/N=C/c1ccccc1	8
O=c1oc(-c2ccc(Br)cc2)nc2scc(-c3cccs3)c12	-4
Cc1ccc(OCC(O)CN2CCN(C)CC2)cc1 (configuration not stated)	2
COC(=O)c1ccc(SC)nc1	-2

Part of the list above, as labelled records.
CCc1cccc(NC(=O)CSc2ncc3c(n2)-c2ccc(Cl)cc2N(Cc2ccccc2)S3(=O)=O)c1
  RBX1-CUL1 inh: -5

CC1CC(=O)c2cn3nc(-c4cccnc4)nc3nc2C1 (configuration not stated)
  RBX1-CUL1 inh: 7

Further results
SMILES	RBX1-CUL1 inh
CCOc1ccc(N2C(=O)C(=O)C(C(=O)c3ccc(C)cc3)C2c2ccc(F)cc2)cc1 (configuration not stated)	11
Cc1cc(NC(=O)c2cc(-c3ccc(F)cc3)on2)nn1Cc1ccc(Cl)cc1	0
C#Cc1ccc(CNC(C)c2cnc(-c3ccncc3)nc2C)cc1 (configuration not stated)	1
CNC(=O)C1(c2ccccc2)CCCC1	12
COc1cccc([C@@H](C)NC(=O)CCn2nnnc2CN2CCOCC2)c1	-7
O=C(CCCOc1ccc(Cl)cc1Cl)N/N=C/c1ccc(Br)s1	5
CC(=O)Nc1cccc(C(=O)NC2CCCCC2)c1	-9
O=C(CN(c1ccc(Cl)c(C(F)(F)F)c1)S(=O)(=O)c1ccccc1)N/N=C/c1ccco1	-13
O=C(c1ccco1)N1CCN(CC(O)Cn2c3ccccc3c3ccccc32)CC1 (configuration not stated)	0
O=C(NCCc1ccc(Cl)cc1)C(=O)NCC(c1cccs1)S(=O)(=O)c1ccccc1 (configuration not stated)	-5
Cc1[nH]n(-c2ccccc2)c(=O)c1C(c1ccc(-c2ccc(Cl)cc2Cl)o1)c1c(C)[nH]n(-c2ccccc2)c1=O	-7
CCC(=O)C1CCCN(C(=O)CC2(c3ccccc3)CC(=O)N(Cc3ccc4c(c3)OCO4)C2=O)C1 (configuration not stated)	3
CSc1nc2ccccc2c(=O)n1Cc1ccccc1	10
CCN(CC)CCCNC(=O)c1cn(C)c2ccc(S(=O)(=O)N(C)C3CCCCC3)cc2c1=O	-2
O=C(OCC(=O)c1ccccc1Br)c1ccc([N+](=O)[O-])cc1	2
Cc1ccc(C(=O)COC(=O)C2C3CCC(C3)C2C(=O)OCC(=O)c2ccc(C)c(C)c2)cc1C (configuration not stated)	4
CC1(C)Oc2ccc(C(=O)O)cc2O1	7
O=C(Nc1ccc(S(=O)(=O)NCc2ccccc2)cc1)c1ccncc1	11
COc1ccc(N2C(=O)C(CC(=O)Nc3ccc(Cl)cc3)N(Cc3ccc4c(c3)OCO4)C2=O)cc1 (configuration not stated)	1
COc1ccc(N(C(=O)COc2ccc(Br)cc2)S(=O)(=O)c2ccc(C)cc2)cc1	2
Cc1ccc(S(=O)(=O)N2Cc3ccccc3CC2C(=O)NC(C)(C)C)cc1 (configuration not stated)	1
Cc1ccc(N=C2C(=S)N(c3ccc(C)cc3)C(=N)N2/N=C/c2ccc3c(c2)OCO3)cc1	-10
C[C@H]1C(=O)N(C)CCN1c1nc2nonc2nc1NCc1cccs1	14
O=C1CCc2ccc3ccc4cccc5cc1c2c3c45	4
Cc1ccccc1CNC(=O)c1oc2c(c1C)-c1[nH]ncc1CC2	-4
COC(=O)c1ccccc1NC(=O)c1cc(C)nc2c1c(C)nn2-c1ccc(C)cc1	2
O=C(NC1(C(F)(F)F)C(=O)N=C2C1C(=O)NC(=O)N2c1ccc(Cl)cc1)c1ccco1 (configuration not stated)	0
CCC(=O)N1CCCC1C(=O)Nc1cccc(-n2cccn2)c1 (configuration not stated)	-4
Cc1ccccc1C(=O)NC(=O)Nc1ccc(-n2nc(C(F)(F)F)cc2C(F)(F)F)cc1	1
O=C(NCc1cccnc1N1CCN(c2ccccn2)CC1)c1cnccn1	0
CCOC(=O)C1(CC2CCCCO2)CCN(S(=O)(=O)Cc2ccccc2)CC1 (configuration not stated)	13
Cc1ccc(Cn2ncc3c(N4CCN(C(c5ccccc5)c5ccccc5)CC4)ncnc32)cc1	-2
COCCOc1ccc(NC(C)=O)cc1	-1
CCc1ccc(NC(=O)CC2C(=O)N(c3ccc(Cl)cc3)C(=O)N2C2CCCC2)cc1 (configuration not stated)	5
CN(C)c1ccnc2sc3c(=O)[nH]cnc3c12	-5
O=C(Nc1c(C(=O)Nc2ccccc2F)oc2ccccc12)c1cc2ccccc2o1	-2
Fc1ccc(CN2CCCC3(CCN(CC4CC4)C3)C2)cc1 (configuration not stated)	5
COC(=O)c1ccc(C[n+]2c(C)n(N)c3ccccc32)cc1	9
Cc1ccc(S(=O)(=O)N(CC(O)Cn2c3ccccc3c3ccccc32)c2cccc(C(N)=O)c2)cc1 (configuration not stated)	9
Cc1ccc(S(=O)(=O)N2CCN(CC(=O)N/N=C\c3cccc4ccccc34)CC2)cc1	1
Cc1nnc(SCC(=O)N2CCOC(CCc3ccccc3)C2)o1 (configuration not stated)	7
COC1CCN(C(=O)c2cc(NC(=O)CC3CCCC3)cc3nc(C4CCCO4)n(C)c23)CC1 (configuration not stated)	-4
NS(=O)(=O)c1ccc2nc(NC(=O)COc3ccccc3)sc2c1	3
Cc1ccc(N/C(N)=N/c2nc(C)c(C)c(=O)[nH]2)cc1Cl	-7
CCC(=O)NC(=S)Nc1cc(C)c(O)c(-c2nc3ccccc3s2)c1	4
O=C1C(Oc2ccccc2)C2(c3ccccc3)CC(c3ccccc3Cl)Sc3ccccc3N12 (configuration not stated)	-4
CCOC(=O)N1CCN(CC(O)COc2ccc(Cl)cc2C)CC1 (configuration not stated)	0
COc1ccc(CNC(=O)c2cc3c(=O)[nH]c4ccccc4c3n2C)c(OC)c1	-5
CC(C)(C)c1cc(C2c3c(n[nH]c3-c3ccc(Br)cc3)OC(=N)C2C#N)cc(C(C)(C)C)c1O (configuration not stated)	3
Cc1cccc(CS(=O)(=O)c2ncc(Cl)c(C(=O)NCc3ccccc3)n2)c1	6
Cc1cnc(C(=O)N2CCCC(CNC(=O)c3ccc(F)cc3)C2)cn1 (configuration not stated)	0
CCOC(=O)C1CCC2(CC1)c1c(n[nH]c1COC)OC(=N)C2C#N (configuration not stated)	1
FC(F)(F)c1cc(Cl)c2nc(-c3ccc(Cl)cc3)cn2c1	-1
COc1ccc(CN(C(=O)c2cccs2)c2ccccc2C(=O)O)cc1	-3
CCOC(=O)C(C)Oc1ccc(=O)n(-c2ccccc2)n1 (configuration not stated)	-5
CC(C)N1CCC(C(=O)N2CCCC(CCc3ccc(F)c(F)c3)C2)CC1 (configuration not stated)	4
CSCn1cnc2ncccc2c1=O	-3
CC(C)(C)c1cc(OC(=O)C2CCCC2)ccc1O	-6
CCOC(=O)C1C(C)=Nc2ncnn2C1c1ccc(O)cc1 (configuration not stated)	6
O=C(CSCc1ccc(Cl)cc1)N/N=C/c1ccc(OCC(=O)Nc2ccccc2)cc1	9

Only part of the results is shown; rates above refer to the full screens.
